# PfGluPho inh: PfG6PD enzyme inhibitors, primary screen, biochemical, fluorescence intensity, uHTS; PfGluPho enzyme, NADPH resazurin-diaphorase fluorescence; 350,000 compounds, 0.78% hits; glucose-6-phosphate dehydrogenase-6-phosphogluconolactonase (Plasmodium falciparum 3D7); inhibition, % at 20 µM; AID 504690, 2011;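 active = inhibition reaching at least a set limit at 20 µM in the primary screen, cut at about 59% in these data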;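 note: 0% = DMSO wells with substrate and 100% = DMSO wells lacking glucose-6-phosphate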
# SENP7 block: SENP7 protease inhibitors, primary screen, biochemical, luminescence, uHTS | 330,000 compounds, 1.5% hits | AID 434973, 2010 | recombinant SENP7, Z-RLRGG-aminoluciferin luminescence, 40 min | inhibition, % at 5 µM | Sentrin-specific protease 7 (Homo sapiens), Q9BQF6;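 active = inhibition above about 50% at the single test dose, limit read from the data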;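 note: plate controls were DMSO with enzyme for no effect and no enzyme buffer wells for full effect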
# Target sequence (Q9BQF6 706-1050 limits assumed): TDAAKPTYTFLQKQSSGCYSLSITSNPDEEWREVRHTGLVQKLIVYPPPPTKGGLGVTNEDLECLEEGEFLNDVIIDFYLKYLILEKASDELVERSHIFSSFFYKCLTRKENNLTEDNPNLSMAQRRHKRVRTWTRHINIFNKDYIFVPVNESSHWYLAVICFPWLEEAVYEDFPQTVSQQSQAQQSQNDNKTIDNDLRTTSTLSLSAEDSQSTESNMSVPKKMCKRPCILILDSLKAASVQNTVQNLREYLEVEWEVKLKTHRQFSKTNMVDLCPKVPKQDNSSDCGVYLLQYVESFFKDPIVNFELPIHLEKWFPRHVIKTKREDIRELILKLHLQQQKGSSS
# SENP8 block-1: human SENP8 protease inhibitors, primary screen, biochemical, fluorescence, Nedd8 protein substrate, uHTS. inhibition, % at 20 µM. AID 602440, 2012. 360,000 compounds, 0.64% hits. recombinant SENP8; in the data active = inhibition mostly above about 40%, no sharp cut-off; inactive = mostly below about 27%
# Target sequence (Q96LD8 whole entry, looked up): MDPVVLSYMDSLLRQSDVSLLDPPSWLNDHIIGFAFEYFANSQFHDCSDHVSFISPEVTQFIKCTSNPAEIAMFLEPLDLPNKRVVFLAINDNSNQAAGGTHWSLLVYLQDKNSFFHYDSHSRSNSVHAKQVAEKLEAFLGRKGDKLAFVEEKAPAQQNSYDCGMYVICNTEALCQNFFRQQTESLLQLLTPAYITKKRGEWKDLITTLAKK
# Apaf1 inhib: inhibitors of human Apaf-1 apoptosome, primary screen, biochemical, DEVD-Rh110 fluorescence, uHTS; Apoptotic protease-activating factor 1 (Homo sapiens), O14727; reconstituted apoptosome caspase-3 activity; inhibition, % at 20 µM; 330,000 compounds, 0.71% hits; AID 489030, 2010; active = inhibition of at least 40% at 20 µM;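 note: plate controls were DMSO wells for no effect and DEVD-CHO caspase inhibitor wells for full effect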
#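 System – cell-free apoptosome with Apaf-1, procaspase-3 and caspase-9 · Buffer or medium – pH 7.5 Hepes buffer with CHAPS, BSA, DTT · Also added – cytochrome c with DEVD-Rh110 · Times – 30 min compound preincubation, 50 min activation, room temperature · Technique – Rh110 fluorescence intensity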
# HKDC1 inhibitor: HKDC1 hexokinase inhibitors, primary screen, biochemical, fluorescence, uHTS | Q2TB90 | recombinant HKDC1, G6PDH/diaphorase resazurin coupled fluorescence | inhibition, % at 20 µM | 340,000 compounds, 0.16% hits;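 active = inhibition above about 35% when tested at 20 µM, limit read from the data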;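 note: plate controls were DMSO wells with enzyme for no effect and DMSO wells lacking enzyme for full effect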
#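 Assay system – recombinant HKDC1 (HK5) hexokinase enzyme, produced in-house · Input – HKDC1 at 5 µg/mL · Reagent – glucose plus 1 mM ATP as hexokinase substrates · Timing – 90 min reaction incubation at room temperature, dark · Measured by – G6PDH/diaphorase-coupled fluorescence, 1 mM NADP, 100 µM resazurin, 525/613 nm · Benchmarks – DMSO-enzyme wells negative, buffer-substituted wells positive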
# SENP6 block: SENP6 protease inhibitors, primary screen, biochemical, luminescence, uHTS; Sentrin-specific protease 6 (Homo sapiens), Q9GZR1; inhibition, % at 10 µM; Recombinant SENP6 catalytic domain, aminoluciferin luminescence; 330,000 compounds, 1.8% hits;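 active = inhibition above about 50% at the single tested dose, limit read from the data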;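 note: plate controls were DMSO wells with enzyme for no effect and DMSO wells lacking enzyme for full effect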
# SENP8 block-2: SENP8 protease inhibitors, primary screen, biochemical, luminescence; 330,000 compounds, 1.2% hits; AID 2540, 2010; inhibition, % at 10 µM; Sentrin-specific protease 8 (Homo sapiens), Q96LD8; purified SENP8, Z-RLRGG-aminoluciferin cleavage; in the data active = inhibition above about 50%
# SENP1 FRET inh: human SENP1 catalytic domain inhibitors, primary screen, biochemical, FRET, uHTS; inhibition, % at 10 µM; recombinant SENP1 catalytic domain, CyPet-SUMO1-YPet FRET cleavage; 360,000 compounds, 0.21% hits;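 active = inhibition at least 30% at 10 µM, raw YFP signal under a set limit, fluorescence ratio 0.5 to 1.5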;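 note: 0% = enzyme with DMSO and 100% = no enzyme wells; some results filed as inactive read as strong as hits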
# Target sequence (Q9P0U3 419-644 limits assumed): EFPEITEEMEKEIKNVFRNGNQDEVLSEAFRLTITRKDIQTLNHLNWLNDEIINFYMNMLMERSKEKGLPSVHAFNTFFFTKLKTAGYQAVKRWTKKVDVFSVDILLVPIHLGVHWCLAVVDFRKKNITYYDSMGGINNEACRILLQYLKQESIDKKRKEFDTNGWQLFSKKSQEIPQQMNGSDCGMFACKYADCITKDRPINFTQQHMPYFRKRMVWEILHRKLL
#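 System: Recombinant human SENP1 catalytic domain, His6-tagged | Incubation: Enzyme reaction for 50 min at room temperature, dark | Medium: Tris pH 8 with BME, BSA, NP40 and catalase | Also added: 25 nM SUMO1 FRET substrate | Compound: 10 µM single point, 0.5% DMSO | Measured by: FRET fluorescence in CFP and YFP emission channels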
# The depositor's hits bear a star; . = not tested or not shown.
SMILES,PfGluPho inh,SENP7 block,SENP8 block-1,Apaf1 inhib,HKDC1 inhibitor,SENP6 block,SENP8 block-2,SENP1 FRET inh
CC1OC(OC2C(Oc3c(-c4ccc(O)cc4)oc4cc(O)cc(O)c4c3=O)OC(COC3O[C@@H](C)[C@H](O)[C@@H](O)C3O)C(O)C2O)C(O)C(O)C1O (some centres not stated),-7,-1,34,7,0,-6,-3,0
CCC(C(=O)OCC(=O)N(CCOC)c1c(N)n(Cc2ccccc2)c(=O)[nH]c1=O)c1ccccc1 (configuration not stated),29,-8,0,12,-9,-3,-1,-1
COc1cc(-c2nc(C(=O)NC3CCN(Cc4ccccc4)CC3)cc3c2[nH]c2ccccc23)cc(OC)c1OC,14,-13,-189,41*,2,-4,-14,-10
CCCNc1nc2c(c(=O)n(C)c(=O)n2C)n1CCCc1ccccc1,-4,5,13,-24,-4,0,-2,1
Nc1n[nH]c(CO)n1,1,.,14,.,-7,.,.,2
CC(=O)Nc1cc(C(=O)NCc2ccco2)ccc1Sc1ccc(F)cc1,-19,3,31,-18,-11,4,4,0
Cc1ccc(C)c(N(C(=O)c2csnn2)C(C(=O)NC2CCCCC2)c2ccncc2)c1 (configuration not stated),7,-5,6,8,-5,-30,1,2
C=CCNC(=O)/C(C#N)=C/c1c(N2CCN(c3ccccc3)CC2)nc2c(C)cccn2c1=O,0,1,-271,14,-6,16,-5,-36
COc1cc(C(=O)NNC(=S)NC(=O)c2ccc3c(c2)OCO3)cc(OC)c1OC,-26,3,0,-4,-10,-5,2,3
CCCOC(=O)c1ccc(NC(=O)Cc2cccs2)cc1,3,1,7,-4,4,-6,-4,-11
Cc1ccc(C(=O)NCC(=O)OC(C)C(=O)NC2CCCc3ccccc32)cc1 (configuration not stated),-18,-5,11,8,1,-16,-1,2
CCOC(=O)Cn1c(N)c(C(=O)OC)sc1=S,-18,-6,20,11,11,-9,-7,0
CC(C)NC(=O)CN1CCN(Cc2nc(C(c3ccccc3)c3ccccc3)no2)CC1,7,-2,11,0,-3,5,7,-11
O=C(COc1ccccc1[N+](=O)[O-])NCC1COc2ccccc2O1 (configuration not stated),12,7,24,4,14,17,15,3
Cc1ccc(CONC(=O)/N=C/N(C)C)cc1,8,3,9,6,-2,-6,1,1
CCOc1ccc(NC(=O)Cn2cc(C(=O)C3CC3)c3ccccc32)cc1,-2,2,4,6,-6,-4,0,1
COc1ccc(-c2nnc(SCC#CCO)o2)cc1OC,-2,9,-50,-2,3,-15,-6,2
CCc1ccccc1N(CC(=O)NC1CCCC1)C(=O)CNC(=O)c1cccs1,16,0,10,4,-7,-23,-8,-1
O=C(CSc1nc2[nH]ncc2c(=O)[nH]1)Nc1cccc(Cl)c1,-35,-2,6,-5,0,-1,-3,3
C1COCCNCCOCCOCCN1,-6,0,5,-5,-2,-7,1,1
O=C(Nc1ccc(CSc2ccccc2)cc1)c1ccco1,8,89*,0,-11,4,84*,69*,2
CN(C)CCCNCCCNC(=O)c1ccccn1,-8,10,26,-1,-5,2,4,2
Cc1cc(C)c(NC(=O)CS(=O)CC(=O)NCCN2CCCCCC2)c(C)c1 (configuration not stated),-11,12,13,6,-3,-18,7,-3
C=C(C)C1Cc2c(C)nn(-c3nc(C)cc(C)n3)c2C1 (configuration not stated),-12,-1,23,8,5,-2,-6,0
Cc1ccnc2nc(C(=O)OCCOc3cccc(Br)c3)nn12,-19,0,4,-4,0,14,3,0
CC(C)(C)n1nc2c(c1NC(=O)Cc1ccccc1)CS(=O)(=O)C2,3,4,7,-19,-4,-8,6,8
COC(=O)c1c(C(=O)OC)c(-c2cccc(Cl)c2)n2c1CS(=O)(=O)C2,1,6,17,6,0,-7,-12,1
Cc1ccc(C)c(OCCCCn2ccnc2)c1,-1,-3,1,-9,8,-3,-3,2
O=C(NCC1CCCO1)c1ccc(NC(=O)c2ccc([N+](=O)[O-])cc2)cc1 (configuration not stated),-4,-10,4,4,2,-6,-1,2
Cc1cc2c(cc1S(=O)(=O)NCC(C)c1ccccc1)n(C)c(=O)c(=O)n2C (configuration not stated),6,10,-194,0,2,-22,-9,1
CCN(CC)c1ccc(NC(=O)c2cccc(C)c2)cc1S(=O)(=O)Nc1ccccc1OC,73*,-6,5,-8,-16,-9,2,2
Cc1ccc(-c2noc(CCCC(=O)NC3CCCCC3)n2)cc1,2,2,19,1,-8,-6,2,0
CCN(CC)c1ccc([N+](=O)[O-])cc1C(=O)N1CCOCC1,-3,-7,11,2,8,-9,-2,1
COc1cccc(CNC(=O)CSc2ccc(-c3ccccn3)nn2)c1,2,3,23,-17,1,-20,-5,1
CCc1cccc(CC)c1NC(=O)CSc1nc2ccc(N3C(=O)C4C5C=CC(C5)C4C3=O)cc2s1 (configuration not stated),-10,8,8,20,9,-1,2,0
COc1ccc(C(=O)NC(=S)Nc2ccccc2[N+](=O)[O-])cc1OC,19,4,3,14,6,14,1,1

# 5 entries from above, reformatted:
Molecule | PfGluPho inh | SENP7 block | SENP8 block-1 | Apaf1 inhib | HKDC1 inhibitor | SENP6 block | SENP8 block-2 | SENP1 FRET inh
Cc1ccnc2nc(C(=O)OCCOc3cccc(Br)c3)nn12 | -19 | 0 | 4 | -4 | 0 | 14 | 3 | 0
CC(C)(C)n1nc2c(c1NC(=O)Cc1ccccc1)CS(=O)(=O)C2 | 3 | 4 | 7 | -19 | -4 | -8 | 6 | 8
COC(=O)c1c(C(=O)OC)c(-c2cccc(Cl)c2)n2c1CS(=O)(=O)C2 | 1 | 6 | 17 | 6 | 0 | -7 | -12 | 1
Cc1ccc(C)c(OCCCCn2ccnc2)c1 | -1 | -3 | 1 | -9 | 8 | -3 | -3 | 2
O=C(NCC1CCCO1)c1ccc(NC(=O)c2ccc([N+](=O)[O-])cc2)cc1 (configuration not stated) | -4 | -10 | 4 | 4 | 2 | -6 | -1 | 2

# 3 compounds from above, ordered by SMILES length, lowest first.
SMILES,PfGluPho inh,SENP7 block,SENP8 block-1,Apaf1 inhib,HKDC1 inhibitor,SENP6 block,SENP8 block-2,SENP1 FRET inh
O=C(Nc1ccc(CSc2ccccc2)cc1)c1ccco1,8,89*,0,-11,4,84*,69*,2
Cc1ccc(C(=O)NCC(=O)OC(C)C(=O)NC2CCCc3ccccc32)cc1 (configuration not stated),-18,-5,11,8,1,-16,-1,2
C=CCNC(=O)/C(C#N)=C/c1c(N2CCN(c3ccccc3)CC2)nc2c(C)cccn2c1=O,0,1,-271,14,-6,16,-5,-36

# Remaining list, next part.
SMILES,PfGluPho inh,SENP7 block,SENP8 block-1,Apaf1 inhib,HKDC1 inhibitor,SENP6 block,SENP8 block-2,SENP1 FRET inh
NC(=S)N/N=C/c1cccc(/C=N/NC(N)=S)c1,29,2,26,-18,-2,-3,-7,0
COc1cc(N)c(Cl)cc1C(=O)OCC(=O)c1ccc2c(c1)NC(=O)CO2,8,8,0,16,-1,-19,1,-2
Cc1ccccc1NC(=O)NCc1ccccn1,1,1,24,-10,-10,-12,-6,3
CNC(=O)C1CC(=O)N(c2ccc(OCC(=O)N3CCCC3)cc2)C1 (configuration not stated),-18,-10,10,5,-4,-11,-5,-1
C=C(C)CSc1nc2sc3c(c2c(=O)n1C1CCCCC1)CCN(C)C3,17,6,-416,7,-3,-12,-7,-35
COc1ccc(NC(=S)N2CCN(CCN=CC3=C(O)CC(c4ccccc4)CC3=O)CC2)cc1 (configuration not stated),11,-5,6,9,-7,-16,4,1
CCOC(=O)c1ccccc1NC(=O)COC(=O)CC1CCCCC1,-8,1,-11,20,-1,0,-8,2
CC(C)N(Cc1ccccc1)C(=O)COC(=O)c1ccc(O)cc1,-26,0,10,2,-1,-5,-2,0
CC(C)c1ccc(CN(C(=O)/C=C/c2ccco2)C2CCS(=O)(=O)C2)cc1 (configuration not stated),16,3,8,1,1,-10,-4,-3
CCOc1ccc(C(=O)NNC(=O)CCNC(=O)c2ccc(Br)cc2)cc1OC,-4,-6,5,10,-6,-20,-15,2
Cc1ccc(/C=C2/Sc3ccc(C(=O)NCc4ccccn4)cc3NC2=O)cc1,21,0,-20,18,4,6,3,5
COc1cccc(CNC(=O)Cn2cc([N+](=O)[O-])cn2)c1,3,-3,6,-14,-9,-6,-3,1

# Shown as a hit in PfGluPho inh, of those listed so far:
SMILES	PfGluPho inh	SENP7 block	SENP8 block-1	HKDC1 inhibitor	SENP6 block	SENP1 FRET inh
CCN(CC)c1ccc(NC(=O)c2cccc(C)c2)cc1S(=O)(=O)Nc1ccccc1OC	73*	-6	5	-16	-9	2

# The list continues:
SMILES,PfGluPho inh,SENP7 block,SENP8 block-1,Apaf1 inhib,HKDC1 inhibitor,SENP6 block,SENP8 block-2,SENP1 FRET inh
COc1ccc(NC(=O)COc2ccc(-c3ccccc3)cc2)cc1,-2,13,14,-1,-7,-14,8,1
C#CCN(C)Cc1ccccc1,4,5,0,-4,-1,0,0,1
CCOc1ccc(NC(=O)CN(C)Cc2ccc3c(c2)OCO3)cc1S(=O)(=O)N1CCCC1,-1,-9,1,22,-5,-18,-11,-1
CC(=O)NC(=S)Nc1ccc(S(=O)(=O)Nc2ncccn2)cc1,7,6,18,-18,-8,0,-1,2

# Compounds were not picked by outcome; about 3.6% have a hit in one of these screens.
